# KB-V1 cytotox – kills drug-selected multidrug resistant KB-V1 cells; KB-V1 MDR cells viability, CellTiter-Glo, 72 h; Potency, µM (titrated, usually from 46.1 µM), without a hit: top-dose activity change, negative = cytotoxicity, usual class: cytotoxic; hit rate 3.4% among 400,000; AID 1347076; also: potency is read from the fitted curve at half-maximal effect; % is scaled to controls: 0 for no effect and ±100 for the full control effect; nearly all actives have a fitted effect of over 60% in size
#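 Cytotoxicity via CellTiter-Glo luminescence after 72 h compound exposure at 37 degrees C. Cells: drug-selected KB-V1 line, DMEM phenol-red free plus 10% FBS. Compounds tested at multiple concentrations; normalized data fitted to concentration-effect curves.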
# HT1080-NT tox – kills 2HG-producing HT-1080-NT fibrosarcoma cells. HT-1080-NT fibrosarcoma viability, CellTiter-Glo ATP luminescence, 48 h. Potency, µM (doses to about 46.1 µM), without a hit: at the highest dose activity, negative = less viability, most hits filed as cytotoxic. hit rate 1.6% among 360,000;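 also: NT is the 2HG producing partner of a matched IDH1 knockdown line; potency is read from the fitted curve at half-maximal effect; 0% = DMSO-treated cells and -100% = media-only wells without cells; nearly all actives have a fitted effect of over 55% in size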
#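 Viability of the 2HG-overproducing fibrosarcoma line after 48 hours of compound exposure at 37 degrees C was determined by luminescence with CellTiter-Glo, and concentration-effect curves were then fitted and categorized.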
# GLP-1R agonist – GLP-1 receptor (human) agonism | hit rate 0.007% among 380,000 | HEK293 GLP-1R CRE-luciferase, luminescence, 4-6 h; cells express a hypersensitive GLP-1R form | Potency, µM (series often up to 45.6 µM), without a hit: at the top dose activation, hits mostly activators; also: potency is read from the fitted curve at half-maximal effect; % of control where 0% means no effect
# Target sequence (P43220 whole entry, looked up): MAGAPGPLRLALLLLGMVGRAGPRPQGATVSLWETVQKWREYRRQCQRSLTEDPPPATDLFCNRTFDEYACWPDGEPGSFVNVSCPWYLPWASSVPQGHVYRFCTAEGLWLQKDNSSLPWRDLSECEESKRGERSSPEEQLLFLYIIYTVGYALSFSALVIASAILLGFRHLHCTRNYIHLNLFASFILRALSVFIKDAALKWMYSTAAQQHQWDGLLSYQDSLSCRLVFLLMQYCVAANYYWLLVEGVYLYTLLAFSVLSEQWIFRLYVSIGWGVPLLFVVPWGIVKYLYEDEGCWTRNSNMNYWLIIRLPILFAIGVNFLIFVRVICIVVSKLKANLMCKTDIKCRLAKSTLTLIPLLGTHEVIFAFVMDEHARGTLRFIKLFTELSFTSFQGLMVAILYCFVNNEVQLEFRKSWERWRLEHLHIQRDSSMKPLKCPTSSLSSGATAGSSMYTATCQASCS
# D3 antag – blocks the human D3 dopamine receptor; hit rate 2.5% among 360,000; D3R cells, DiscoveRx beta-arrestin luminescence, antagonist mode; stronger effect = lower value; max response, negative = inhibition, %; P35462; in the data active = max response below about -50%; inconclusive = no clear call, values can overlap the other calls; also: % is scaled to controls: 0 for no effect and ±100 for the full control effect; mostly tested at two doses, the higher about 12 µM
# Target sequence (P35462 whole entry, looked up): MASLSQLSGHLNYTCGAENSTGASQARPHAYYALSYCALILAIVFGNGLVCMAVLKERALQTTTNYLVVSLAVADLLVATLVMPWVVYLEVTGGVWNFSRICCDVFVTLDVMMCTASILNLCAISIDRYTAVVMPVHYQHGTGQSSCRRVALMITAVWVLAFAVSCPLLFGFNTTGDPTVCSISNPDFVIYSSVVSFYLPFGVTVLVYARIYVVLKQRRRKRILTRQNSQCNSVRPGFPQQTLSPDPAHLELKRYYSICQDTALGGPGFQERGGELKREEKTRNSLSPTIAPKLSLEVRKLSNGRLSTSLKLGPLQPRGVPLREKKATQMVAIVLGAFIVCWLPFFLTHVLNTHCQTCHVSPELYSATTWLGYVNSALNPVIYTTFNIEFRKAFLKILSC
#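 Cells plated overnight at 1500 cells/well, then exposed to library compounds with dopamine controls for 90 minutes at 37 degrees C. DiscoveRx reagent added for 30–60 minutes at room temperature; luminescence read, quantitative HTS format.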
# HT1080 IDH1KD tx – HT-1080 IDH1 knockdown cell toxicity (counter line); HT-1080 IDH1 knockdown viability, ATP luminescence, 48 h; Potency, µM (highest dose often 46.1 µM), without a hit: at the highest dose activity, negative = toxicity, most hits filed as cytotoxic; hit rate 2% among 360,000; AID 686971;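 also: potency is read from the fitted curve at half-maximal effect; 0% = DMSO wells and -100% = cell-free medium wells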
#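 Assay cells: HT-1080 with IDH1 knockdown, 750 per well, RPMI/5% FBS. Exposure: 48 h at 37 °C following 2 h pre-incubation. Read: CellTiter-Glo luminescence; fitted concentration-response, curve class assigned.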
# IL1B secr inh – blocks inflammasome-driven IL-1 beta release. THP-1 LPS/ATP IL-1B secretion, AlphaLISA, 16 h; stronger effect = lower value. activity change, % at 57.5 µM. hit rate 4.7% among 360,000. AID 743279; in the data active = activity change below about -50%; inconclusive = mostly about -30% to -49%; also: % is scaled to controls: 0 for no effect and ±100 for the full control effect
#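 THP-1 cells pretreated 1 hr with compounds (up to 57.5 uM final), then stimulated with LPS (250 ng/mL final) plus ATP (1.25 mM final); secreted IL-1B measured by AlphaLISA after 16 hr, decreased signal indicating inhibition.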
# DRD3 agonist – activates the human D3 dopamine receptor. hit rate 0.58% among 410,000. D3R DiscoveRx beta-arrestin cells, luminescence, 90 min. max activation, %. AID 652048; in the data active = max activation above about 30%; also: 0% is about no effect; mostly tested at two doses, the higher about 12 µM
#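 Cells at 1500/well, incubated overnight, then treated with pinned compounds (dopamine as control) for 90 min at 37 degrees C. DiscoveRx reagent added for 30 - 60 minutes at room temperature; luminescence read.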
# SW480 rerep – DNA re-replication induction in SW480 cells | AID 624297 | SW480 DNA re-replication, Hoechst DNA content imaging, 48 h | hit rate 1.8% among 340,000 | Potency, µM (highest dose often 46.1 µM), for inactives: at the top dose re-replication activation, usual class: activators; also: potency is read from the fitted curve at half-maximal effect; % of control where 0% means no effect; nearly all actives have a fitted effect of over 55% in size
#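 Image-based read-out: total Hoechst fluorescence of nuclei (405 nm excitation, 500-530 nm emission), with hits raising the fraction of high-intensity nuclei. SW480 colon cells incubated 48 hr with compounds at 37 C.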
# KB-3-1 cytotox – kills parental KB-3-1 adenocarcinoma cells; KB-3-1 viability, CellTiter-Glo ATP luminescence, 72 h; Potency, µM (highest dose often 46.1 µM), for the others: at the highest dose activity change, negative = cytotoxic, most hits filed as cytotoxic; hit rate 1.4% among 400,000; AID 1347075; also: potency is read from the fitted curve at half-maximal effect; % is scaled to controls: 0 for no effect and ±100 for the full control effect; nearly all actives have a fitted effect of over 60% in size
#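 Using CellTiter-Glo luminescence, growth of non-resistant KB-3-1 adenocarcinoma cells is assessed 72 h after pin-tool compound addition at 37 °C. Normalized responses across the concentration series yield fitted curves.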
# Starred values were filed as active, the others as inactive; ? = inconclusive; · = no result given; [ ] = dose if it differs, or a comment. Unless noted, calls follow the shape of the dose curve; as a rule, active = well fitted curve in the direction sought with a large enough effect; inconclusive = small, poorly fitted or top-dose-only effect, or another doubt; inactive = no such curve, though single readings can be large; an effect the other way counts as inactive or inconclusive. The order is random (roughly 12% active in at least one column).
nr	SMILES	KB-V1 cytotox	HT1080-NT tox	GLP-1R agonist	D3 antag	HT1080 IDH1KD tx	IL1B secr inh	DRD3 agonist	SW480 rerep	KB-3-1 cytotox
1	O=C(Nc1ccccc1N1CCOCC1)c1cccnc1Cl	-9%	2%	7%	-6	1%	23	2	-7%	-1%
2	CN(C(=O)CSc1ncccc1C(=O)O)c1ccccc1	1%	3%	0%	10	16%	-1	0	-11%	5%
3	CCNC(=O)CSc1nc2ccccc2c(=O)n1CCCOC(C)C	0%	18%	-3%	6	13%	2	-3	-6%	17%
4	Cc1ccc(NS(=O)(=O)c2ccc(C(C)C)cc2)cc1S(=O)(=O)N1CCOCC1	0%	-6%	-7%	9	5%	0	10	11%	-25%
5	CN1CCSc2ccc(C(=O)Nc3cc(F)ccc3F)cc21	?	5%	8%	0	-2%	?	0	26%	1%
6	COCCCNc1ccn2nc(-c3ccc(OCc4ccccc4)cc3)cc2n1	-5%	9%	-5%	74	?	20	14	·	-1%
7	CCOc1ccccc1CNCCO	-1%	2%	0%	22	5%	2	-1	2%	0%
8	CSc1sc(C#N)c2c1/C(=N\O)CCC2	0%	-13%	25%	13	-13%	-1	11	-2%	2%
9	NCCCC[C@@H](C(=O)N1CCNCC1)n1cc([C@@H](N)CC(N)=O)nn1	13%	4%	-1%	-2	11%	13	1	-9%	16%
10	Cc1c(=O)n(OCc2ccccc2F)c2ccccc2[n+]1[O-]	-1%	13%	-1%	-10	4%	19	-2	-1%	5%
11	Cc1cc(C)n(S(=O)(=O)c2cc(C)c(C)cc2C)n1	?	-10%	1%	12	-11%	-1	-3	0%	?
12	CCCCSc1nnc(-c2ccccc2)c2ccccc12	-10%	1%	5%	71	2%	-6	-3	10%	14%
13	CCc1ccc(NC(=O)C2CCCN(S(=O)(=O)c3cccc4nsnc34)C2)cc1 (stereo not drawn)	0%	·	-1%	·	·	·	2	·	-26%
14	Cc1cc(Cl)ccc1NC(=O)CN1C(=O)NC2(CCCc3ccccc32)C1=O (stereo not drawn)	-11%	-7%	6%	-2	-21%	-7	-8	-2%	?
15	COc1ccc(C(=O)N2CCCC(Nc3ccc(C(C)C)cc3)C2)c(OC)n1 (stereo not drawn)	·	0%	2%	-3	3%	13	-4	3%	·
16	N[C@@H](Cc1ccccc1)c1nnc2sc(SCc3ccccc3)nn12	?	1%	5%	16	0%	?	1	-4%	-23%
17	CCOCCCNC(C(=O)Nc1ccc(OC)c(Cl)c1)c1ccccc1 (stereo not drawn)	17%	-11%	1%	-4	-3%	-17	-1	21%	-2%
18	Cc1ccc(-c2csc3ncnc(Oc4ccc5c(C)cc(=O)oc5c4)c23)cc1	0%	3%	0%	-4	9%	28	6	0%	-23%
19	O=C(O)C1CC(=O)N(CCc2c[nH]c3ccccc23)C1 (stereo not drawn)	12%	7%	-1%	10	7%	0	1	-3%	1%
20	COc1ccc(CCNC(=O)CCc2ccc(S(=O)(=O)NC(C)C)cc2)cc1	-23%	-1%	-7%	19	5%	0	4	-5%	-3%
21	O=C1OC(NC(=O)c2ccccc2)C(N2CCOCC2)=C1Cl (stereo not drawn)	25%	10%	-11%	0	8%	16	5	-3%	9%
22	CCn1ccnc1CNC(=O)c1ccc2oc(C(C)C)nc2c1	5%	0%	-3%	-18	3%	-15	-27	3%	-4%
23	CCOc1ccccc1/C=N/NC(=O)c1cc(C(C)C)[nH]n1	-4%	21%	10%	-16	29%	19	-17	-5%	2%
24	O=C(OCC(=O)N1CCCC1)c1cncc(Br)c1	0%	-5%	-6%	1	0%	8	0	9%	-11%
25	C/C(Cl)=C\Cn1c(NCCc2ccccc2)nc2c1c(=O)n(C)c(=O)n2C	?	-1%	-2%	51	12%	-52*	22	21%	-1%
26	CC(C)(C)n1nnnc1C(CCc1ccccc1)N1CCN(C/C=C/c2ccccc2)CC1 (stereo not drawn)	?	?	0%	-91*	?	-27	-5	·	?
27	CCN(CC(=O)Nc1ccc2c(c1)OCCO2)C(=O)COc1ccc(C(C)=O)cc1	-2%	5%	-5%	12	9%	30	5	·	24%
28	O=C(c1ccc(Cl)cc1)c1c[nH]c(C(=O)C(Cl)(Cl)Cl)c1	?	5%	7%	5	10%	-112*	-14	18%	?
29	C/C(CC(=O)Nc1ccc(N(C)C)cc1)=N\NC(=O)c1ccc(Cl)cc1	10%	-11%	7%	-16	0%	-6	-10	-8%	2%
30	Cc1ccc(F)cc1NC(=O)CSc1nc(Nc2ccccc2)nc(N2CCOCC2)n1	-7%	23%	-2%	-1	9%	-13	10	-14%	-4%
31	COc1cc2c(cc1OC)CN(S(C)(=O)=O)CC2	-1%	0%	15%	-25	0%	7	1	-2%	-2%
32	COc1cccc(C2=NN(C(C)=O)C(c3cn(-c4ccccc4)nc3-c3cccs3)C2)c1 (stereo not drawn)	6%	·	-2%	·	·	·	7	·	0%
33	C#CCNC(=O)/C=C/c1ccc(OC)cc1	-7%	-3%	-4%	0	1%	-3	0	54%[9.22 µM]	4%
34	COc1ccccc1N1CCN(C(=O)CN(c2ccccc2OC)S(=O)(=O)c2ccccc2)CC1	23µM*	-1%	-4%	21	-9%	-2	-8	3%	12%
35	O=C(Nc1cccc(-c2nnc(-c3ccccc3)o2)c1)C1CC1	10µM*	1%	5%	8	-12%	?	-1	0%	4%
36	CCN(C(=O)CSc1nc(C)nc2sc(C)c(C)c12)c1ccc(F)cc1	5%	-5%	1%	-2	1%	-18	-2	5%	-2%
37	CCC(=O)c1ccc(NC(C)=O)cc1O	8%	6%	-5%	-4	5%	-16	5	-12%	1%
38	CN(C)S(=O)(=O)N(CC(=O)NCCSCc1ccc(Cl)cc1Cl)c1ccccc1	?	·	19%	·	·	·	0	·	-12%
39	CCOC(=O)C1=C(COC(=O)CSc2ccc(C)cc2)NC(=O)NC1C (stereo not drawn)	?	1%	9%	-15	1%	54	3	7%	19%
40	Cc1ccsc1C(=O)OCC(=O)Nc1nnc(-c2ccccc2)o1	3%	-11%	-15%	-5	-1%	13	-1	-5%	-4%
41	NC(c1csc(NC(=O)Nc2ccccc2)n1)C1CCCCC1 (stereo not drawn)	18µM*	?	-1%	2	?	?	-6	·	?
42	O=C(C1CC(c2ccccc2O)=NO1)N1CCCC1 (stereo not drawn)	7%	22%	0%	19	-5%	-7	5	-1%	-2%
43	Cc1cc(NC(=O)Cn2cnc3sc(C)c(-c4ccccc4)c3c2=O)no1	21µM*	-7%	1%	-10	-15%	8	2	-3%	5%
44	CC1(C(=O)Nc2ccc3c(c2)OCCO3)CSCC(=O)N1C1CCN(Cc2ccccc2)CC1 (stereo not drawn)	-9%	-1%	·	-61*	6%	-18	-17	·	19%
45	COC(=O)c1sccc1NC(=S)OC	8%	?	8%	5	11%	-3	9	-4%	3%
46	Cc1ccc(-c2cc(C(=O)N/N=C/c3c[nH]c4ccccc34)[nH]n2)cc1	10µM*	?	14%	14	2.9µM*	0	6	3.3µM*	5.2µM*
47	Nc1ncnc2c1ncn2[C@@H]1O[C@H](C(=O)NCC(F)(F)F)[C@@H](O)[C@H]1O	13%	1%	9%	14	16%	-18	3	·	0%
48	O=C(N/N=C/c1cc(Br)c(O)c([N+](=O)[O-])c1)C(O)(c1ccccc1)c1ccccc1	0%	-10%	-5%	-11	-1%	0	-4	0%	0%
49	Cc1ccc(S(=O)(=O)N2CCOC2CNC(=O)C(=O)NCCc2ccc(S(N)(=O)=O)cc2)cc1 (stereo not drawn)	-6%	-4%	-1%	0	-6%	5	-1	8%	-10%
50	CCOc1cc(NC(=S)NCCCN2CCOCC2)c(OCC)cc1NC(=O)C1CC1	3%	8%	1%	-25	14%	-4	-22	-2%	-1%
51	CC(C)C(C(=O)NCc1ccccc1)N(C)Cc1ccc(Cl)c(Cl)c1 (stereo not drawn)	?	?	·	13	?	0	0	·	?
52	O=C(N/C(=C\c1ccc([N+](=O)[O-])cc1)C(=O)N1CCOCC1)c1ccco1	-2%	5%	6%	-6	-7%	2	-2	-22%	1%
53	CS(=O)(=O)N(CC(=O)N/N=C/c1ccc(OCC(=O)N2CCOCC2)cc1)c1ccccc1Cl	-1%	10%	1%	0	10%	1	-3	-1%	-1%
54	c1nnn(C23CC4CC(CC(C4)C2)C3)n1	12%	0%[9.24 µM]	7%	21	7%	0	11	-2%	0%
55	O=C(NNC(=O)c1cc(Br)c(Br)s1)c1ccncc1	-24%	-9%	-11%	-15	3%	-1	-4	-2%	16%
56	CCN(C(=O)Cc1c(C(=O)O)n(C)c2ccccc12)c1ccc(F)cc1	16%	14%	1%	10	22%	19	-2	-2%	-1%

# Continued:
nr	SMILES	KB-V1 cytotox	HT1080-NT tox	GLP-1R agonist	D3 antag	HT1080 IDH1KD tx	IL1B secr inh	DRD3 agonist	SW480 rerep	KB-3-1 cytotox
57	COc1ccc(-c2cc(=O)c3c(C)cc(O)cc3o2)cc1	2.6µM*	6%	10%	-11	1%	-8	-2	1%	-15%
58	COCCNC(=O)C1CCN(C(=O)C2CC(=O)N(c3ccc(C)cc3)C2)CC1 (stereo not drawn)	-5%	1%	7%	2	-3%	-7	9	-1%	-6%
59	Cc1ccc(Cl)cc1-c1cc(C(=O)NCc2ccccc2)[nH]n1	-8%	?	-5%	-51*	5%	·	-14	·	0%
60	CCc1onc(C)c1C(=O)Nc1ccc(N2CCOCC2)cc1	6%	1%	10%	20	1%	-14	5	5%	-1%
61	Cc1ccc(OCC(O)CN2CCN(CC(O)COc3ccc(C)cc3)CC2)cc1 (stereo not drawn)	-18%	-5%	5%	?	1%	0	-11	1%	-27%
62	CC1(C)CC(N(Cc2cccs2)C(=O)c2ccco2)CCO1 (stereo not drawn)	3%	3%	1%	0	9%	-2	10	0%	5%

# Source: PubChem BioAssay (National Center for Advancing Translational Sciences (NCATS))
